Mot1-301 SUMO – blocks SUMOylation pathway, rescuing yeast Mot1-301 growth. 320,000 tested, 1% active. growth rescue, % at 18.8 µM. S. cerevisiae Mot1-301 growth rescue, ATP luminescence, 38.5C; percent above DMSO median, 100 means doubled;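 active means every valid replicate shows activation above 250% relative to neutral control wells; inactive means the rest, any valid replicate at or below 250%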;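 further: OY570 slx delta 5 strain wells were the positive control but not used for scaling; some compounds called inactive have numbers as strong as hits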
PfHsp90 yeast 2 – inhibits growth of yeast expressing Plasmodium falciparum Hsp90 | S. cerevisiae expressing PfHsp90, BacTiter-Glo ATP, 48 h; yeast lacking PDR1 and PDR3 efflux regulators | inhibition, % at 9.4 µM | 310,000 tested, 0.32% active;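 active means every replicate shows inhibition above about 80%, whatever the replicate mean, limit read from the data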;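 further: 0% = DMSO neutral controls and 100% = 20 µM radicicol positive controls; yeast relying on Plasmodium falciparum Hsp90 in place of its own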
AddAB inh – less growth of phage-infected E. coli with AddAB; E. coli expressing H. pylori AddAB, absorbance growth; inhibition, % at 11.9 µM; 330,000 tested, 0.29% active; in the data active means inhibition above about 12%;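 further: 0% = vehicle wells of infected cells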
PKA-R1A act – PKA-R1A complex activation; P00514+P68181; 340,000 tested, 0.083% active; AID 504707; PKA-R1A dissociation, Cy5-IP20 fluorescence polarization; scaled: DMSO 0%, 113 µM cGMP 100%; activation, % at 11.4 µM;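 active means percent activation above the mean of all tested compounds plus 3 SD, cut at about 19% in these data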;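 further: higher means more PKAc released from R1A so a rise in polarization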
Tat transport – inhibitors of E. coli Tat protein transport; inhibition, % at 10 µM; E. coli MC4100 TorA-mCherry Tat export, fluorescence; 340,000 tested, 0.036% active;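 active means mean replicate inhibition at least 50% and at least half of replicates individually reaching 50%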;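 further: exported cargo escapes ClpAP degradation while cytoplasmic cargo is degraded and loses fluorescence; 0% = median of neutral control wells and 100% = median of NaSCN control wells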
Pemphigus Ab inh – human desmoglein-3 autoantibody binding inhibition | P32926 | DSG3-coupled beads, scFv-anti-DSG3-GFP binding, flow cytometry; stronger effect = lower value | binding (percent of control), % at 10 µM | 310,000 tested, 0.48% active | AID 588358;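 active means binding more than 3 SD below its plate's average and above zero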;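 further: hits lower antibody fragment binding to DSG3; some compounds called inactive have numbers as strong as hits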
Target sequence (P32926 whole entry, looked up, the tested form may be a part): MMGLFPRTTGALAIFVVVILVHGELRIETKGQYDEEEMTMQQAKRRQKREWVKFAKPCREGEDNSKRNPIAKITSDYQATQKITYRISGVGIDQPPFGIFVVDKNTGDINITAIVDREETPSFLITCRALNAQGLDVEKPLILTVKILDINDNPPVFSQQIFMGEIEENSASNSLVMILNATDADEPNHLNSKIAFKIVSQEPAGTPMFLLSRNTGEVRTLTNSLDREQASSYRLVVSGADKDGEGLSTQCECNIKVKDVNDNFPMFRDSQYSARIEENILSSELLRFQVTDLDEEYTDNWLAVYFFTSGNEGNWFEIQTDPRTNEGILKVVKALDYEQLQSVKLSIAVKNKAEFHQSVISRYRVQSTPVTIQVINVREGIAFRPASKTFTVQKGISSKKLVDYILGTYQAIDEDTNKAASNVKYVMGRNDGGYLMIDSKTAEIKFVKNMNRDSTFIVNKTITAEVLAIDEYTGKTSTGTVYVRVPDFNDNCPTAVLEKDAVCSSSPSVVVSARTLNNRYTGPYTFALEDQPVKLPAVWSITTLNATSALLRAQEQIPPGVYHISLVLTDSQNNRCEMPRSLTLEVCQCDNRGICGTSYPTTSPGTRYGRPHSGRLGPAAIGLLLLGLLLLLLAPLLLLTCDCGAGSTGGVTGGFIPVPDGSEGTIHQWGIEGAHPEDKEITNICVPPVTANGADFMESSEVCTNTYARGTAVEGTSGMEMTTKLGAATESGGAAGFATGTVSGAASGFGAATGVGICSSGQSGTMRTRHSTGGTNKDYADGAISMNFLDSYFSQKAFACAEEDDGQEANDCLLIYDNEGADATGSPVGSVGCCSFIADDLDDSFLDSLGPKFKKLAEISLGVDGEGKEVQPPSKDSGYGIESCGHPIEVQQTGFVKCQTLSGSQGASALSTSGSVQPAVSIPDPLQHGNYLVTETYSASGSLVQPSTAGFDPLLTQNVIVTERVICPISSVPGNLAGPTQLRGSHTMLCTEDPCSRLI
OPRM1-OPRD1 inv – inverse agonists of human mu-delta opioid receptor heterodimerization. P35372+P41143. cell-based MOR-DOR heterodimer luminescence, inverse agonism. inhibition, % at 9.3 µM. 340,000 tested, 0.21% active. AID 504357; in the data active means inhibition above about 22%, passing the limit was not always enough;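 further: 0% = cells with DMSO and 100% = wells without cells with DMSO; values of inactives mirror those of a sister screen read the other way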
Ecoli viability – reduces bacterial viability in AddAB counter-screen; E. coli V3065 growth, OD600 absorbance, 18 h; inhibition, % at 11.9 µM; AID 449728; 330,000 tested, 0.27% active;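 active means inhibition above the campaign's mean inhibition across all tested compounds plus 3 SD, cut at about 9.9% in these data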;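 further: uninfected addAB+ strain grown without phage in ampicillin broth; 0% = DMSO wells and 100% = ciprofloxacin 0.95 µg/ml wells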
Arrestin-AP2 inh – human beta-arrestin and AP2 interaction inhibition. FITC-arrestin peptide / GST-AP2 beads, flow cytometry; AP2 beta2 appendage carries R879A mutation. inhibition, % at 10 µM. 340,000 tested, 0.31% active. AID 504490;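 active means inhibition above a set limit, near 3 SD of compounds lacking own fluorescence, cut at about 54% in these data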;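 further: plate controls were DMSO wells for no effect and 5 µM unlabelled arrestin peptide for full effect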
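test system = AP2 appendage R879A on GSH beads | buffer or medium = PBS plus Tween 20 (0.05%) and BSA (0.1%) | incubation = 12 min plus 1 h, RT | detection = bead flow cytometry, FITC channel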
phage Ecoli inh – E. coli growth loss with phage present; growth absorbance; inhibition, % at 11.9 µM; 360,000 tested, 0.26% active; in the data active means inhibition above about 11%
OPRM1-OPRD1 ag – agonists of human mu-delta opioid receptor heterodimerization; activation, % at 9.3 µM; P35372+P41143; AID 504326; cells, OPRM1-OPRD1 heterodimerization, luminescence; 340,000 tested, 0.3% active; in the data active means activation above about 18%;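 further: 0% = vehicle-treated cells and 100% = reference agonist; values of inactives mirror those of a sister screen read the other way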
Numbers without * were called inactive; . = no result given; + = active, no number.

SMILES	Mot1-301 SUMO	PfHsp90 yeast 2	AddAB inh	PKA-R1A act	Tat transport	Pemphigus Ab inh	OPRM1-OPRD1 inv	Ecoli viability	Arrestin-AP2 inh	phage Ecoli inh	OPRM1-OPRD1 ag
CC(C)(C)c1ccc2c(c1)OC(C(=O)N/N=C\c1ccc(-c3cccc(C(=O)O)c3)o1)CO2 (stereo not drawn)	-20.1	1.2	-1.7	-7.8	-5.9	98.4	2.4	-0.1	-12.0	2.0	-0.4
CCCN(CCC)C(=O)Cn1ccc(=N)c2ccccc21	44.1	.	-0.1	-4.1	-1.7	106.9	8.9	-1.6	-9.7	1.2	-1.8
CCc1ccc(-c2c(C)sc(NC(C)=O)c2C(N)=O)cc1	168.1	.	0.3	-0.7	7.5	104.9	-7.4	2.2	-10.5	2.8	1.6
Cc1n[nH]c(C)c1CCNC(=O)C1CCC(=O)N(Cc2ccccc2F)C1 (stereo not drawn)	-7.0	7.1	-1.0	-3.2	0.5	107.9	-6.0	1.9	16.9	1.8	1.1
Cc1cc(C)c(N(C(=O)CN2C(=O)c3ccccc3S2(=O)=O)C(C(=O)NCC2CCCO2)c2ccc(F)cc2)c(C)c1 (stereo not drawn)	-11.5	6.0	1.9	-9.9	6.7	.	9.9	-0.9	-0.4	3.6	-1.8
Cc1ccc(-c2nc(CS(=O)(=O)CC(=O)N3CCOCC3)c(C)o2)cc1	-20.2	0.8	4.9	-9.1	-1.5	100.5	12.5	-0.2	0.1	0.9	-2.3
C=CCn1c(-c2sc(-c3ccccc3)nc2C)n[nH]c1=S	-1.6	-14.5	-0.7	-4.8	-5.2	.	14.8	1.6	32.2	1.8	-3.2
COc1cc(C(=O)Nc2cc(Cl)ccc2C)c(-n2cnnn2)cc1OC	11.3	22.3	0.5	2.8	-6.2	99.7	9.6	-1.6	3.8	0.0	-1.9
COc1ccc(C2C=C(c3ccc(C)c(C)c3)Nc3ncnn32)c(OC)c1OC (stereo not drawn)	293.9	17.7	1.9	-0.9	11.7	104.3	8.3	1.0	-1.9	2.9	-1.6
Cc1cc(C(C)(C)C)ccc1Oc1cccc2c1S(=O)(=O)N(C1CCCC1)CC(COCc1ccccc1)O2 (stereo not drawn)	.	1.5	.	-18.2	-5.1	102.8	16.0	.	25.4	3.8	-3.4
O=C1CC(N2CCc3ccccc32)C(=O)N1c1ccc(F)cc1 (stereo not drawn)	.	-19.3	2.5	4.2	-6.4	94.2	-12.2	-0.4	24.8	0.2	2.6
Cc1cnc(C(=O)N2CCN(S(=O)(=O)c3ccc(F)c(F)c3F)CC2)cn1	15.0	6.7	-2.0	5.0	1.2	98.8	11.3	-2.0	4.8	1.5	-2.9
COc1ccc(/C=C/CN2CCN(Cc3ccc(F)cc3)C(CCO)C2)cc1 (stereo not drawn)	10.5	22.5	-0.5	9.5	1.0	83.3	-13.7	-2.1	7.6	1.5	2.6
COc1ccc(S(=O)(=O)N(CC(=O)N2CCN(c3ccccc3)CC2)c2ccccc2)cc1	9.0	.	2.6	7.2	-1.4	.	6.6	3.2	-2.1	3.6	-1.3
Cn1cnc2c1c(=O)n(Cc1c(Cl)cccc1Cl)c(=O)n2C	5.1	6.9	1.9	-5.0	5.2	95.1	15.3	2.9	5.6	1.4	-3.0
CN(C)CCC(=O)c1ccc2c(c1)OCO2	15.1	.	0.0	-5.7	0.8	103.4	0.1	-2.2	-2.5	1.4	0.0
COc1ccc(-c2[nH]ncc2/C=C(/C#N)C(=O)NC2CCCCCC2)cc1	-6.1	5.2	-0.6	-8.4	0.4	.	-66.7	0.1	-0.8	0.5	13.3
O=C(CSc1ccc([N+](=O)[O-])cn1)Nc1cc(C(F)(F)F)ccc1N1CCOCC1	-6.3	2.3	-1.6	4.8	-2.7	.	-19.3	2.7	-9.4	2.6	3.7
O=C(CN1CCN(Cc2ccccc2F)C1=O)NCCN1CCOCC1	3.2	-6.6	0.3	2.8	-3.0	97.3	4.6	-0.7	3.5	0.5	-0.8
Cc1ccc(NC(=O)CSc2nnc(-c3ccco3)c(-c3ccco3)n2)cc1	3.2	-5.1	0.2	8.3	-0.3	95.3	11.2	-2.6	13.3	1.9	-1.9
Oc1[nH]c2ccccc2c1N=Nc1ccccn1	.	9.5	.	-0.9	7.4	84.6	-3.2	.	-6.2	1.2	0.6
CC(=O)N=Cc1c(C)c(C#N)c(=O)n(C)c1O	.	19.0	2.9	-3.5	-14.1	96.1	2.1	2.9	-7.9	2.9	-0.4
O=C(O)C1CCCN(S(=O)(=O)c2cccc3cccnc23)C1 (stereo not drawn)	3.5	-8.1	4.8	0.3	-8.0	103.8	8.5	-1.1	9.2	3.2	-1.7
NC(=O)CN1CCCN(S(=O)(=O)c2ccc(Br)cc2)CC1	-2.9	8.4	-3.8	-8.3	-6.6	102.3	11.2	1.4	8.1	0.1	-1.9
CCN(/N=C/c1ccc(Cl)cc1)c1cc(=O)n(C)c(=O)[nH]1	-2.3	-2.7	0.0	1.4	-2.5	153.3	17.1	-0.4	.	1.4	-3.7
O=C(Cn1cccn1)c1ccccc1	8.5	-3.2	-1.0	-7.8	-4.9	108.1	13.1	-1.0	-9.6	0.6	-2.7
CCSc1nnc(NC(=O)c2cc(C)on2)s1	4.6	3.6	-0.3	-7.1	-1.9	103.0	10.2	-1.0	1.2	3.4	-1.9
CCCNC(=O)c1cccc(Cn2nc(C)c(Br)c2C)c1	228.8	17.1	3.0	-10.0	0.2	76.9	1.4	0.1	5.0	0.5	-0.3
CN1CCN(c2ccc([N+](=O)[O-])cc2C(=O)N2CCOCC2)CC1	11.3	-10.7	0.5	7.5	-0.4	90.0	-1.2	-1.9	-0.4	4.4	0.2
Cc1noc(C(=O)NCc2ccccc2)c1Cl	1.1	16.9	0.4	13.0	-1.0	107.6	11.1	0.6	-4.4	3.6	-1.9
COC(=O)c1cc(NC(=O)C23CCC(C)(C(=O)O2)C3(C)C)cc(C(=O)OC)c1 (stereo not drawn)	583.7	12.0	1.2	9.3	-7.7	113.0	3.8	-0.7	6.7	1.6	-0.7
COCCCNC(=O)/C(C#N)=C/c1ccc(OCC(=O)O)c(OC)c1	11.5	-15.0	3.3	2.2	-0.1	97.8	-0.9	1.4	-5.0	0.5	0.2
Cc1cccn2c(=O)c(C=O)c(N3CCN(c4ccccc4)CC3)nc12	20.5	15.0	2.2	0.5	-5.2	88.8	8.9	0.0	-3.2	4.9	-1.9
Cc1ccc(NC(=O)COC(=O)c2cc(-c3cccs3)nn2-c2ccccc2)cc1[N+](=O)[O-]	-0.8	0.1	5.2	4.4	3.4	95.9	6.5	-0.5	1.9	0.1	-1.2
OCC[C@@H]1NCc2cc(CO)cc(-c3ccccc3)c21	.	-2.7	.	2.0	1.4	109.9	15.3	.	6.7	3.9	-3.3
CCC(C)(C(=O)NC1CCCCC1)N(C(=O)CC1NC(=O)NC1=O)c1c(C)n(C)n(-c2ccccc2)c1=O (stereo not drawn)	-18.3	0.5	4.1	-0.9	-7.4	.	18.7	-1.0	-8.6	-2.0	-4.1
C#CCSc1nnc(-c2sc3ccccc3c2Cl)o1	-12.6	4.9	1.1	-8.1	-3.0	101.7	-24.9	2.2	-2.6	-0.2	4.7
O=C(O)CNC(=S)N(Cc1ccccc1F)C1CCCCC1	+	-6.9	1.5	5.4	4.7	98.8	0.3	0.4	0.6	2.4	-0.1
Cc1ccccc1CN(c1ccc(C(=O)Nc2ccccc2C(=O)N2CCCC2)cc1)S(C)(=O)=O	-10.2	.	2.5	-8.1	3.7	.	4.8	0.3	14.7	3.6	-0.9
CS(=O)(=O)N(CC(=O)NCc1ccc2c(c1)OCO2)c1ccc(Cl)cc1	-10.2	4.7	1.6	-1.8	-15.1	102.1	14.7	-1.4	-7.2	1.2	-2.4
CC(C)NC(=O)c1cc(-c2ccc3c(c2)OCO3)on1	-16.9	17.3	1.0	1.9	-3.6	106.6	9.6	0.6	16.2	3.2	-2.0
C=CCn1c(SCC(=O)c2ccc(Br)cc2)nnc1C(C)NC(=O)Cc1ccc(OC)cc1 (stereo not drawn)	0.9	.	1.1	-12.1	32.7	99.8	-10.8	-2.7	-8.2	.	1.9
COC(=O)c1c(-c2ccc(SC)cc2)sc2ccc(OC)cc12	-0.4	-5.6	1.1	-0.7	2.2	107.0	-8.9	1.5	6.6	1.1	1.6
COc1cc(/C=N\NC(=O)c2ccc(Cn3cc(Br)c([N+](=O)[O-])n3)o2)cc(OC)c1O	-2.6	-0.1	44.5*	3.0	6.7	87.6	15.3	23.2*	-3.6	9.2	-2.9
CCCn1c(C(C)Nc2nc(-c3ccc(C)cc3)cs2)nc2ccccc21 (stereo not drawn)	-8.1	30.5	1.4	-1.2	-2.3	.	-16.5	-0.8	29.6	0.3	2.9
O=C(N/N=C/c1ccc(N2CCOCC2)cc1)c1ccncc1	-6.9	-52.0	-0.9	-0.3	0.4	101.5	-4.1	-1.4	-3.6	2.4	1.0
S=c1[nH]nc(COc2ccccc2)n1/N=C/c1cccc(Cl)c1Cl	-16.1	-46.1	0.3	5.7	2.5	95.3	-23.9	-2.6	0.6	2.9	5.4
Cc1cc(S(=O)(=O)NC2CCCCC2)c(C)s1	13.8	31.2	1.0	-8.2	6.3	105.5	-3.6	-0.5	-0.6	1.4	0.7
CCOC(=O)Cc1csc(NC(=O)COc2ccccc2)n1	-0.2	11.7	2.8	9.3	5.6	65.3*	0.0	0.0	4.1	3.2	0.0
O=C(CSc1ccccc1)Nc1ccccc1C(=O)O	-10.8	-12.6	2.9	-10.3	-3.7	95.4	4.4	2.5	6.1	2.7	-0.9
O=C(CCSc1nc(-c2ccco2)cc(C(F)(F)F)n1)NCc1ccccn1	12.3	0.2	-0.4	8.4	-1.2	101.0	6.9	-0.6	5.5	4.3	-1.2
COc1ccc(C2=CSC(/N=C/c3ccc(F)cc3)=NN2)cc1	-2.9	9.3	0.4	-0.3	-0.8	101.3	-12.5	-2.2	-2.1	-0.4	2.2
O=C1[C@@H]2[C@@H]3C[C@@H]([C@H]4ON=C(c5ccc(OCc6ccccc6)cc5)[C@@H]34)[C@@H]2C(=O)N1c1ccc2c(c1)OCO2	11.6	-3.0	0.9	15.0	-0.5	93.2	-1.6	-1.1	34.8	2.5	0.3
CC(C)(C)S(=O)N1Cc2cn(Cc3ccccc3)c(=O)cc2[C@H]1CCO (stereo partly drawn)	.	-3.2	.	-16.0	-4.6	106.9	9.0	.	26.2	3.4	-1.9

Full records from above. Order of screens: Mot1-301 SUMO	PfHsp90 yeast 2	AddAB inh	PKA-R1A act	Tat transport	Pemphigus Ab inh	OPRM1-OPRD1 inv	Ecoli viability	Arrestin-AP2 inh	phage Ecoli inh	OPRM1-OPRD1 ag
O=C(CCSc1nc(-c2ccco2)cc(C(F)(F)F)n1)NCc1ccccn1 reads 12.3	0.2	-0.4	8.4	-1.2	101.0	6.9	-0.6	5.5	4.3	-1.2
CCOC(=O)Cc1csc(NC(=O)COc2ccccc2)n1 reads -0.2	11.7	2.8	9.3	5.6	65.3*	0.0	0.0	4.1	3.2	0.0

High-throughput results (PubChem BioAssay)
